SR-BI uptake up = activators of SR-BI mediated DiI-HDL uptake, primary screen, ldlA[mSR-BI] CHO cells, DiI fluorescence. 3 h; 100 = double the neutral-control signal. activation, % at 12.5 µM. hit rate 0.096% among 320,000. AID 504775, 2011;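 active means mean replicate activation of at least 60% and every replicate at or above 60%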;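 further: 0% = median plate neutral-control signal and 100% = twice that signal; values of inactives mirror those of a sister screen read the other way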
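Material: SR-BI-overexpressing, LDLR-lacking CHO cells | Dosing: Single compound concentration, delivered by pin transfer | Probe or stimulus: Labelled HDL, 10 µg/mL | Signal: Bottom-read cell fluorescence after medium removal, ex 550/em 595 nm | Schedule: 3 h, 37 °C | Evaluation: HDL uptake via cellular fluorescence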
SR-BI DiI inh = inhibitors of SR-BI mediated HDL lipid uptake, primary screen, ldlA[mSR-BI] cells, fluorescence, single point; AID 488896, 2010; inhibition, % at 12.5 µM; Scavenger receptor class B member 1 (Mus musculus), Q61009; ldlA[mSR-BI] CHO cells, DiI-HDL uptake fluorescence, 3 h; hit rate 0.96% among 320,000;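 active means mean replicate inhibition of at least 70% and a set share of replicates each scoring 70 or more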;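 further: 0% = median of neutral control wells and 100% = median of positive control wells; values of inactives mirror those of a sister screen read the other way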
dFosB act = activators of delta FosB homodimer, primary screen, biochemical, fluorescence polarization, TAMRA-CDK5 oligo, single point | Protein FosB (Mus musculus), P13346 | purified delta FosB; percent of positive-control signal above neutral wells | activation, % at 25 µM | hit rate 0.99% among 340,000 | AID 493131, 2011;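 active means mean activation above about 17%, with every replicate also reaching it, limit read from the data, passing the limit was not always enough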;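 further: fluorescence polarization rise as delta FosB binds a TAMRA Cdk5 AP-1 oligo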
Target sequence (P13346 whole entry, looked up): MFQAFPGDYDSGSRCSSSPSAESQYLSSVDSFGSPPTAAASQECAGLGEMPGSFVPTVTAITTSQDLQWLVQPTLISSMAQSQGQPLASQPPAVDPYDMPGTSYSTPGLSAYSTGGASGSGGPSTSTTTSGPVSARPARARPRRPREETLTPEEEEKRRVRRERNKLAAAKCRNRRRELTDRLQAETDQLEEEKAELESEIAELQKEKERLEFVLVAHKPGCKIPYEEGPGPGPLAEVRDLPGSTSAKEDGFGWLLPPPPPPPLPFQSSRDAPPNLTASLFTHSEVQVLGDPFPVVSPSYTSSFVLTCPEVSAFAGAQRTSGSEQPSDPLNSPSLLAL
MITF act = activators of MITF-driven TRPM1 promoter reporter, primary screen, cell-based, SK-MEL-5, luciferase, single point | SK-MEL-5 TRPM1-promoter luciferase, 24 h; % of positive control, neutral wells = 0 | activation, % at 12.5 µM | hit rate 0.75% among 300,000 | AID 588334, 2011;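 active means mean activation of at least 80% with every replicate also reaching 80%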;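 further: 0% = neutral control wells and 100% = parthenolide positive control wells; values of inactives mirror those of a sister screen read the other way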
PvdQ inh = P. aeruginosa PvdQ acylase inhibitors, primary screen, biochemical, fluorescence, plate reader and imaging, single point; PvdQ acylase [Pseudomonas aeruginosa LESB58]; purified PvdQ acylase; inhibition, % at 10 µM; hit rate 0.063% among 340,000; AID 488965, 2010; in the data active means inhibition above about 30%, passing the limit was not always enough;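 further: 0% = vehicle neutral wells and 100% = reference inhibitor wells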
HTR5A ag ctr = HTR5A agonists in luminescence cell assay, primary screen, counter-screen for OPRM1-OPRD1 heterodimer agonist project, full-deck HTS; activation, % at 9.3 µM; hit rate 0.61% among 340,000; 5-hydroxytryptamine receptor 5A (Homo sapiens), P47898; cell-based; in the data active means activation mostly above about 9.5%, no sharp cut-off; inactive means mostly below about 7.6%;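 further: 0% = cells with vehicle only and 100% = reference agonist; strong numbers were not always called active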
Rtt109 Vps75 = inhibitors of C. albicans Rtt109/Vps75 HAT, primary screen, biochemical, ThioGlo CoA-SH fluorescence, plate reader. Histone acetyltransferase RTT109 (Candida albicans (strain SC5314 / ATCC MYA-2876)), …. purified Rtt109/Vps75, 4 h. inhibition, % at 34.9 µM. hit rate 0.16% among 330,000;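 active means inhibition of at least 50% in every replicate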
Target sequence (Q5AAJ8 whole entry, looked up): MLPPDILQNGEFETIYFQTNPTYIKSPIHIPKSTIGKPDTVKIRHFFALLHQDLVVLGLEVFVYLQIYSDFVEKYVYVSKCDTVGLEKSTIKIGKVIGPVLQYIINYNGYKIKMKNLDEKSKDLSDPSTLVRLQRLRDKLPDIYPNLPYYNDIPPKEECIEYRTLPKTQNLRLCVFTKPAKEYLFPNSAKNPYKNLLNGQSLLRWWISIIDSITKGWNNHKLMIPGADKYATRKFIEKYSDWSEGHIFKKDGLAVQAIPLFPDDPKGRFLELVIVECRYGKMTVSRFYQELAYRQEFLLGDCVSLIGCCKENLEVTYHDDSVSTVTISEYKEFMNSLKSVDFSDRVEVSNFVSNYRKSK
Wnt act = Wnt/beta-catenin pathway activators, primary screen, cell-based, plate reader, single point. Wnt/beta-catenin reporter cell assay, activator. activation, % at 9.35 µM. hit rate 1.2% among 300,000; in the data active means activation above about 30%, passing the limit was not always enough;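 further: 0% = neutral control wells and 100% = positive control wells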
cardiac RTF act = cardiac RTF calcium sensitivity activators, primary screen, biochemical, IANBD-TnC fluorescence, EC20 calcium. activation, % at 7.2 µM. hit rate 0.24% among 340,000. AID 493008, 2010. IANBD-labeled TnC RTF fluorescence at EC20 calcium; 0% EC20 calcium, 100% full calcium;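 active means activation above the mean over all tested compounds plus 3 SD, cut at about 30% in these data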;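 further: rise in fluorescence read as greater calcium sensitivity of cardiac thin filaments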
CDK5 p35 inh = inhibitors of human CDK5/p35 kinase, primary screen, biochemical, single concentration; inhibition, % at 10 µM; hit rate 0.01% among 330,000; AID 488839, 2010; Cyclin-dependent kinase 5 (Homo sapiens) + Cyclin-dependent kinase 5 activator 1 (Homo …; Recombinant CDK5/p35, ADP-Glo luminescence, 60 min;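 active means highest replicate inhibition of at least 50% and at least 75% of replicates reaching 50%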;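 further: plate controls were DMSO neutral control for no effect and GW8510 at 10 µM for full effect; many of its hits are not listed in these tables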
Starred values were filed as active, the others as inactive; · = no result given. Rows are unselected; any-hit rate near 4.4%.

Under each structure: SR-BI uptake up	SR-BI DiI inh	dFosB act	MITF act	PvdQ inh	HTR5A ag ctr	Rtt109 Vps75	Wnt act	cardiac RTF act	CDK5 p35 inh
- CN(C(=O)c1ccc(NC(=O)Cc2ccc(NC(=O)C3CCN(C(=O)c4ccccc4)CC3)cc2)cc1)C1CCCC1
  8	-8	-8	5	-17	-6	4	-1	-1	1.3
- CC1=C(OC(=O)c2ccc(Br)cc2)C(C)(C)C(c2ccccc2)OC1=O (configuration not stated)
  -13	13	-7	-2	-16	2	2	·	-4	0.0
- Cc1ccc(N2CCN(S(=O)(=O)c3cccs3)CC2C)cc1 (configuration not stated)
  ·	-26	-5	-4	-6	2	7	1	-3	-2.0
- Cc1ccc(N=Nc2c(N)nn3c(N)c(C#N)c(C)nc23)cc1
  15	-15	-5	-39	2	-5	-1	0	0	0.7
- Cc1cc(C(=O)COC(=O)Cc2n[nH]c(=O)c3ccccc23)c(C)n1-c1ccc2c(c1)OCO2
  -17	17	-6	-20	-12	2	9	-1	1	-2.0
- COc1ccc(C(=O)NCC(=O)NCc2cc(=O)n(C)c(=O)n2C)cc1
  5	-5	-4	10	-9	0	-15	-2	1	1.1
- CCC1CCCCN1c1ccc([N+](=O)[O-])cc1/C=N/NC(=O)Cn1c2ccccc2c(=O)c2ccccc21 (configuration not stated)
  -37	37	8	·	-7	0	-20	·	8	-2.3
- CC(C)NC(=O)CSc1ccccc1C(=O)NNC(=O)Cn1ccc(C(F)(F)F)n1
  18	-18	0	-12	4	-4	-7	-2	5	-1.7
- COC(=O)C(CCSC)NC(=O)c1cc2c(n(-c3ccc(C)cc3)c1=O)CCCC2=O (configuration not stated)
  -4	4	-20	-1	4	0	·	-6	-7	-0.9
- Clc1ccc(CN2C3=NCCCN3c3ccccc32)cc1Cl
  21	-21	-3	16	-8	0	-4	0	0	-2.4
- CCCCC(=O)Nc1ccccc1N1CCOCC1
  2	-2	0	-3	1	2	7	-1	-4	0.7
- COc1cccc(C(=O)NCCN2CCN(c3ccc(Cl)cc3)CC2)c1
  -33	33	0	-14	5	6	4	4	-2	-0.6
- O=C(CCCn1c(=O)[nH]c2ccsc2c1=O)N1CCCCC1
  -2	2	-7	-1	8	-6	11	·	1	4.4
- CCOC(=O)c1cc(-c2ccccc2C)nn1Cc1cc(C)no1
  18	-18	-2	71	0	8	-11	15	-2	2.1
- CCOc1ccccc1CN1CCN(Cc2ccc3cccc(OC)c3n2)CC1CCO (configuration not stated)
  32	-32	-11	·	7	6	0	-1	4	7.3
- Cc1ccc(NC(=O)C(c2ccc(Cl)cc2)N2CCCCC2)cc1 (configuration not stated)
  -4	4	-6	·	-7	2	-5	-2	13	-3.3
- CCOC(=O)c1nnc(-c2ccccc2)nc1NCc1ccc(Cl)cc1
  -51	51	2	·	-9	3	-3	·	-2	-0.4
- CC(OC(=O)C1=COCCO1)C(=O)Nc1cc(S(=O)(=O)N2CCCCC2)ccc1Cl (configuration not stated)
  -29	29	2	-7	0	1	-3	3	0	0.7
- CS(=O)c1ccc(-n2c(=O)n(Cc3ccccc3)c(=O)c3[nH]cnc32)cc1 (configuration not stated)
  -4	4	-4	11	-12	4	·	2	3	0.1
- COc1ccc(CNC(=O)c2ccc(CNc3c(NC4CCCCC4)c(=O)c3=O)cc2)cc1
  7	-7	15	·	1	5	3	-2	5	0.0
- COc1cc2c(cc1OC)CN(C(=O)C1CCCN(C(=O)c3ccc(Cl)cc3)C1)CC2 (configuration not stated)
  -6	6	-6	13	15	3	-3	-4	-2	-0.1
- CCOC(=O)C1(C)NC(c2ccc(N(C)C)cc2)C2C(=O)N(CC)C(=O)C21 (configuration not stated)
  -5	5	0	-3	-15	-2	-4	-3	2	1.0
- Cc1csc(SCCn2c(N3CCN(c4ccccc4)CC3)nc3c2c(=O)[nH]c(=O)n3C)n1
  -17	17	4	-5	-24	-4	-6	1	-3	0.3
- CCn1c(COc2cccc3cccnc23)nnc1SC(F)F
  -12	12	-3	11	7	1	17	1	5	2.8
- CCCCNc1c(-c2ccc(SC3CCCCC3)c(OC)c2)nc2ccc(Cl)cn12
  -75	75*	3	8	-7	-2	-2	-7	15	-0.4
- COc1ccc(S(=O)(=O)N2c3ccccc3OCC2C)cc1 (configuration not stated)
  -14	14	-7	-15	-13	·	-1	-2	·	0.4
- COC(=O)c1ccc(CSCc2ccc(C(=O)OC)o2)o1
  -6	6	-4	·	15	6	-11	-2	-5	0.2
- COc1c(C)cc(C(=O)C2CCCN(C(=O)c3snnc3C)C2)cc1C (configuration not stated)
  -7	7	0	-2	6	-1	-4	-2	-2	0.2
- COc1ccc(CC(=O)NNc2ncnc3c2cnn3-c2ccc(C)cc2)cc1OC
  -29	29	-3	26	-10	-3	3	9	-3	-1.2
- COc1ccc(OC)c(C(=O)COC(=O)COc2ccccc2F)c1
  7	-7	-2	-17	-8	1	-3	-4	0	2.2
- CCOC(=O)c1c(NC(=O)CN2CCN(c3ccc(Cl)cc3)CC2)sc(C)c1C
  1	-1	-2	0	18	0	7	·	4	-1.5
- CCOC1=C/C(=C/c2c(N)n3nc(CC(=O)N4CCCC4)sc3nc2=O)C=CC1=O
  -6	6	-6	3	-13	1	-1	4	3	-9.0
- O=C(C1CCC(Cn2c(=S)[nH]c3ccccc3c2=O)CC1)N1CCN(c2ccccc2)CC1 (configuration not stated)
  -19	19	-10	·	-10	8	-5	·	-2	0.7
- CSc1nc(N)c2cn[nH]c2n1
  4	-4	-8	-5	-14	-1	-1	-4	6	0.3
- Cc1cccc(NC(=O)CSCC(=O)Nc2cc(Cl)ccc2N2CCOCC2)c1
  -41	41	-10	0	-2	4	-7	-1	-7	-0.2
- Cc1nc2ccc(S(=O)(=O)Nc3cccc(-c4nc5cccnc5s4)c3C)cc2s1
  33	-33	-14	-5	2	3	0	-6	-4	-0.5
- O=C(Nc1cccc(S(=O)(=O)N2CCOCC2)c1)c1cnn2c(C(F)F)cc(-c3ccccc3)nc12
  -24	24	7	11	-13	-2	-11	-1	4	-0.8
- O=C(Cc1ccc(F)cc1)N[C@@H]1c2ccccc2CC[C@@H]1O
  -15	15	9	-4	-11	1	-12	0	-3	-2.5
- CS(=O)(=O)N(CC(=O)NC1CC2CCC1C2)c1cccc(C(F)(F)F)c1 (configuration not stated)
  7	-7	-2	·	-11	3	-18	·	5	-0.8
- Nc1cccnc1S(=O)(=O)c1cccc(C(F)(F)F)c1
  5	-5	-13	·	-13	0	-20	1	-11	-0.1
- CC(=O)c1sc(Nc2nc3ccc(F)cc3s2)nc1C
  -12	12	-15	43	-14	9	0	67*	-4	0.8
- N#Cc1ccc(-c2cn(-c3ccccc3)c3[n+]2CCCS3)cc1
  0	0	-17	0	-15	-1	-2	-2	7	-1.8
- O=C(CSc1nc2ccccc2c(=O)[nH]1)Nc1ccc(Br)cc1
  20	-20	-1	-3	-6	3	-4	0	1	0.4
- N#Cc1ccc(OCc2nnc(SCC(=O)N3CCCc4ccccc43)n2-c2ccccc2)cc1
  -63	63	-13	19	7	-3	5	-9	-1	-0.6
- CC(=O)c1c(NC(=O)C(C)C)nc(C)nc1-c1ccccc1
  25	-25	-7	-12	-8	3	5	·	-4	0.7
- CC(C)(C)NC(=O)CSc1nc2ccc(NC(=O)CSc3nnnn3Cc3ccccc3)cc2s1
  -38	38	-5	-45	-13	2	-1	·	-2	3.7
- CCOc1cc(C)c(C(C)C)cc1S(=O)(=O)N1CCN(C)CC1
  -8	8	-6	-2	-1	-5	6	·	-5	-0.3
- CC1(C)Cc2ccccc2-c2nnc(SCC(=O)N3CCN(c4ccccc4)CC3)n21
  -19	19	-4	-17	10	1	15	-2	4	1.1

Whole records, looked up by structure. Values in the order: SR-BI uptake up, SR-BI DiI inh, dFosB act, MITF act, PvdQ inh, HTR5A ag ctr, Rtt109 Vps75, Wnt act, cardiac RTF act, CDK5 p35 inh
O=C(Nc1cccc(S(=O)(=O)N2CCOCC2)c1)c1cnn2c(C(F)F)cc(-c3ccccc3)nc12 is listed as -24, 24, 7, 11, -13, -2, -11, -1, 4, -0.8
Cc1ccc(NC(=O)C(c2ccc(Cl)cc2)N2CCCCC2)cc1 (configuration not stated) is listed as -4, 4, -6, ·, -7, 2, -5, -2, 13, -3.3
CSc1nc(N)c2cn[nH]c2n1 is listed as 4, -4, -8, -5, -14, -1, -1, -4, 6, 0.3
COc1ccc(OC)c(C(=O)COC(=O)COc2ccccc2F)c1 is listed as 7, -7, -2, -17, -8, 1, -3, -4, 0, 2.2
CC(=O)c1c(NC(=O)C(C)C)nc(C)nc1-c1ccccc1 is listed as 25, -25, -7, -12, -8, 3, 5, ·, -4, 0.7
